CDK5 inh = blocks human CDK5/p35 kinase activity. inhibition, % at 10 µM. AID 488839. actives 0.01% (n = 330,000). Recombinant CDK5/p35, ADP-Glo luminescence, 60 min;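 active means highest replicate inhibition of at least 50% and at least 75% of replicates reaching 50%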;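 further: plate controls were DMSO neutral control for no effect and GW8510 at 10 µM for full effect; many of its hits are not listed in these tables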
Target sequence (Q00535 whole entry, looked up): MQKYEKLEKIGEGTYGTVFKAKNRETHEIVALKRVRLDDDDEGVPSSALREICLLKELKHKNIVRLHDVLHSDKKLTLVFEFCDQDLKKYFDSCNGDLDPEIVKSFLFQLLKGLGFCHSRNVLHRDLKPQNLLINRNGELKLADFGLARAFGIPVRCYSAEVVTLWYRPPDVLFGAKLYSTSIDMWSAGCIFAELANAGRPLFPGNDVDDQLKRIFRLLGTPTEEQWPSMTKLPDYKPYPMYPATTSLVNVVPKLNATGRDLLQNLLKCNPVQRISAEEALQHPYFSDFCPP
Target sequence (Q15078 whole entry, looked up): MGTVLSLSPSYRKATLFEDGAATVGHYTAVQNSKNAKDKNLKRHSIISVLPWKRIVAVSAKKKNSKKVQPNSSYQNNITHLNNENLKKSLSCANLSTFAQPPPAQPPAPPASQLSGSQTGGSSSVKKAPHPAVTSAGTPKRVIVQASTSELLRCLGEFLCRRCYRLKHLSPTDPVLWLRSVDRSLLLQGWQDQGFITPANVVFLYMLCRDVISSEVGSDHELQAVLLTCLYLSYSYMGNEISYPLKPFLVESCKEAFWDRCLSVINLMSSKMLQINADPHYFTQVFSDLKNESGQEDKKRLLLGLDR
V-ATPase pH = regulators of yeast V-ATPase proton transport | S. cerevisiae, pHLuorin cytosolic pH fluorescence | actives 0.37% (n = 350,000) | AID 504577 | response, % at 10 µM; in the data active means response mostly above about 7.3%, no sharp cut-off; inactive means mostly below about 5.4%; further: actives read high; inactives centre near 0; some compounds called inactive have numbers as strong as hits; reference of the scale not given here
dFosB act = enhances mouse delta FosB homodimer DNA binding. P13346. purified delta FosB, TAMRA-CDK5 oligo fluorescence polarization; percent of positive-control signal above neutral wells. activation, % at 25 µM. actives 0.99% (n = 340,000);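 active means mean activation above about 17%, with every replicate also reaching it, limit read from the data, passing the limit was not always enough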;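 further: fluorescence polarization rise as delta FosB binds a TAMRA Cdk5 AP-1 oligo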
Wnt act = activators of Wnt/beta-catenin signaling | Wnt/beta-catenin reporter cell assay, activator, plate reader | activation, % at 9.35 µM | actives 1.2% (n = 300,000); in the data active means activation above about 30%, passing the limit was not always enough;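 further: 0% = neutral control wells and 100% = positive control wells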
PvdQ inh = blocks Pseudomonas aeruginosa PvdQ acylase activity; purified PvdQ acylase, fluorescence plate reader; inhibition, % at 10 µM; actives 0.063% (n = 340,000); in the data active means inhibition above about 30%, passing the limit was not always enough;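 further: 0% = vehicle neutral wells and 100% = reference inhibitor wells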
HTR5A inv ctr = HTR5A inverse agonism, opioid heterodimer counter-screen. P47898. HTR5A cell line, luminescence. inhibition, % at 9.3 µM. actives 0.083% (n = 340,000); in the data active means inhibition mostly above about 23%, no sharp cut-off; inactive means mostly below about 18%;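 further: 0% = cells with DMSO and 100% = no-cell wells with DMSO; some compounds called inactive have numbers as strong as hits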
NSD2 HMT inh = NSD2 (human) methyltransferase inhibition. O96028. NSD2 peptide methylation, AlphaScreen, 120 min. inhibition, % at 12.5 µM. actives 0.54% (n = 310,000). AID 743445; in the data active means inhibition above about 50%
HTR5A ag = activates human HTR5A in OPRM1-OPRD1 agonist counter-screen; P47898; HTR5A agonist assay, luminescence, cell-based; activation, % at 9.3 µM; actives 0.61% (n = 340,000); in the data active means activation mostly above about 9.5%, no sharp cut-off; inactive means mostly below about 7.6%;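 further: 0% = cells with vehicle only and 100% = reference agonist; strong numbers were not always called active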
SR-BI DiI inh = blocks mouse SR-BI lipid uptake from DiI-HDL; Q61009; ldlA[mSR-BI] CHO cells, DiI-HDL uptake fluorescence, 3 h; inhibition, % at 12.5 µM; actives 0.96% (n = 320,000); AID 488896;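 active means mean replicate inhibition of at least 70% and a set share of replicates each scoring 70 or more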;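 further: 0% = median of neutral control wells and 100% = median of positive control wells; values of inactives mirror those of a sister screen read the other way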
Target sequence (Q61009 whole entry, looked up): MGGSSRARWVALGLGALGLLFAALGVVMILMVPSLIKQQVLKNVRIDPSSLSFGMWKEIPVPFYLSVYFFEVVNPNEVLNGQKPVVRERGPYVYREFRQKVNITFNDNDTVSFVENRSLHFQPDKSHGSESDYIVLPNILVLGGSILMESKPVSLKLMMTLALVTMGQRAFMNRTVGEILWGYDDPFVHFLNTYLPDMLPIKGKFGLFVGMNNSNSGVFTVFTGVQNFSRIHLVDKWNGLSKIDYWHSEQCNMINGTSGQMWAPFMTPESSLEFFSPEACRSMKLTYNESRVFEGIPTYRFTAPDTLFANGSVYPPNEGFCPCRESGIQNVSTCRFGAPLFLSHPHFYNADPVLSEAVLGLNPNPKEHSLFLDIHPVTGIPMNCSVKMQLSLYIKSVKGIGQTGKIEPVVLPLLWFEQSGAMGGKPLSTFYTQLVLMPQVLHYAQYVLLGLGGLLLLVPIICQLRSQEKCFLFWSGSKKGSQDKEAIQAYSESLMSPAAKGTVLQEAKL
MITF act = activators of MITF-driven TRPM1 promoter activity in SK-MEL-5 cells; SK-MEL-5 TRPM1-promoter luciferase, 24 h; % of positive control, neutral wells = 0; activation, % at 12.5 µM; actives 0.75% (n = 300,000); AID 588334;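 active means mean activation of at least 80% with every replicate also reaching 80%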;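 further: 0% = neutral control wells and 100% = parthenolide positive control wells; values of inactives mirror those of a sister screen read the other way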
* marks the source's active call; other numbers are inactive results; nt = not tested or not shown; & = joins results of further samples.

The opening two compounds (preview)
SMILES	CDK5 inh	V-ATPase pH	dFosB act	Wnt act	PvdQ inh	HTR5A inv ctr	NSD2 HMT inh	HTR5A ag	SR-BI DiI inh	MITF act
Cc1cc(S(=O)(=O)N2CCOCC2)ccc1NC(=O)c1ccc(F)cc1	0.7	6	5	0	-6	-6	27	2	26	nt
O=c1c2cc3c(cc2[nH]c(=S)n1Cc1ccco1)OCO3	0.9	-3	-10	nt	-4	2	4	-1	36	nt

The whole of this part, repeating the preview:
SMILES	CDK5 inh	V-ATPase pH	dFosB act	Wnt act	PvdQ inh	HTR5A inv ctr	NSD2 HMT inh	HTR5A ag	SR-BI DiI inh	MITF act
Cc1cc(S(=O)(=O)N2CCOCC2)ccc1NC(=O)c1ccc(F)cc1	0.7	6	5	0	-6	-6	27	2	26	nt
O=c1c2cc3c(cc2[nH]c(=S)n1Cc1ccco1)OCO3	0.9	-3	-10	nt	-4	2	4	-1	36	nt
Cc1ccc2c(c1)N(C(=O)CCC(=O)NCc1cccc(Br)c1)CC(C)O2 (centres undefined)	0.7	-2	0	-2	13	5	nt	-1	31	nt
CC(CCO)Nc1nc2c([nH]1)c(=O)n(C)c(=O)n2C (centres undefined)	0.0	-4	4	-1	0	-5	-1	4	-20	13
Cc1ccc(C2(C)NC(=O)N(CC(=O)N(C)CC(=O)Nc3cccc(F)c3)C2=O)cc1 (centres undefined)	-1.2	-2	-5	-4	0	-5	-1	2	2	14
CN1Cc2c(N)cccc2C(c2ccccc2)C1 (centres undefined)	-0.8&-1.9	-4&-5	4&-1	-1	-10&-11	-6&-38	nt	2&3	-4&-9	-15&4
O=C(COc1ncnc2cc([N+](=O)[O-])ccc12)NC1CCCCC1	2.0	0	3	-2	-16	-32	1	11	nt	-5
O=C(O)c1ccc(Cl)c(NC(=S)NC(=O)c2ccccc2[N+](=O)[O-])c1	-1.0	3	-8	-2	-3	24	5	0	10	-6
CCc1ccc(N(CC(=O)Nc2ccc(NC(C)=O)cc2)S(=O)(=O)c2ccccc2)cc1	1.5	1	14	-2	17	-2	2	-4	22	10
CCCOc1ccc(C(C)=O)cc1CSc1nc(O)cc(=O)[nH]1	-0.5	3	-10	nt	0	-2	nt	0	-16	8
Cc1nc(N2CCOCC2)nc(N2CCCCC2)c1[N+](=O)[O-]	1.1	4	0	nt	8	9	11	4	28	7
CCOC(=O)c1c(C)oc2cc(Br)c(OC)cc12	-0.5	0	3	nt	-9	7	-4	0	28	28
Cc1nn(CC(=O)NCCC2=CCCCC2)c(C)c1[N+](=O)[O-]	-0.4	-1	5	-3	-16	5	1	-2	3	-4
COc1ccc(OC)c(-n2c(-c3cc(-c4ccccc4)n[nH]3)n[nH]c2=S)c1	4.8	-2	3	nt	-5	-17	2	2	-27	8
C=C(c1ccccc1C)[n+]1ccccc1	-1.6	-1	-4	0	-3	-25	-2	7	4	nt
CCN(Cc1ccc2c(c1)OCO2)C(=O)/C=C/c1cccc(Br)c1	-1.6	0	-8	1	-14	-18	-4	6	nt	nt
O=C(Nc1ccc(S(=O)(=O)N2CCCC2)cc1)c1cccnc1Cl	0.7	-3	-8	10	2	17	-1	0	-6	-1
Cc1ccc(S(=O)(=O)Nc2ccc(SC(F)F)cc2)c(C)c1	0.6	-1	-10	nt	6	-14	14	5	0	3
C=CCn1c(SCC(=O)NC(=O)NCC(C)C)nnc1C1CCCCC1	-3.6	2	-8	-4	-5	7	0	-3	-12	11
O=C(CSc1nnc(-c2ccccn2)o1)Nc1cccc(Cl)c1	0.6	3	2	-2	-1	1	-4	0	nt	nt
Cc1ccccc1-n1c(SCC(=O)N/N=C/C=C/c2ccccc2[N+](=O)[O-])nc2ccccc2c1=O	1.5	-1	0	0	-3	-21	5	6	79*	-13
COCCCNC(=O)CN1C(=O)c2cccc3cccc1c23	0.5	3	-5	0	12	3	-2	-1	-9	nt
Cc1ccc(C(=O)CSc2nsc(C)c2C#N)cc1	-2.2	0	3	nt	-4	-4	-1	1	12	69
COc1ccc2[nH]c(C)c(C(=O)CN3CCN(C/C=C/c4ccccc4)CC3)c2c1	-0.9	-4	-2	3	-9	-9	1	1	4	-5
CC1C(=O)c2ccccc2CC1C(=O)O (centres undefined)	1.8	1	3	0	-13	4	1	-1	nt	-18
O=[N+]([O-])c1cc2c(cc1/C=N/Nc1nc(N3CCCC3)nc(N3CCCC3)n1)OCO2	-2.5	-2	-5	3	-10	22	1	0	45	14
Cc1ccc(S(=O)(=O)N(C)C)cc1NC(=O)c1cncc(Br)c1	0.8	-8	2	0	0	14	-1	-6	4	-36
Cc1ccc(-c2cc(C(F)F)n3ncc(C(=O)Nc4c(C)nn(Cc5c(Cl)cccc5Cl)c4C)c3n2)cc1	-1.3	6	0	-3	-12	2	2	-2	-2	-24
C/C(Nc1ccc(Cl)cc1)=C(/C#N)C(N)=O	3.9	1	1	-17	-3	4	11	-1	-30	5
CCN(CC(=O)Nc1ccc(NC(C)=O)cc1)C(=O)c1ccc(=O)[nH]c1	0.5	-1	3	-6	7	4	-1	3	-13	6
Cc1ccc(CNC(=O)C2CN(S(C)(=O)=O)c3cc(Cl)ccc3O2)cc1 (centres undefined)	5.7	-1	-7	-1	16	5	-5	-2	7	8
O=C(Nc1ccc(Cl)cc1)N(Cc1cccs1)Cc1cccs1	0.9	1	-4	nt	-18	-10	-1	-1	4	13
COCCN1CCN(C(=O)c2cc(COc3ccc(F)cc3F)on2)CC1	-0.9	-9	-11	2	13	-14	0	0	-10	-1
CCOc1ccc(C(C)C)cc1S(=O)(=O)N1CCN(C(=O)c2ccco2)CC1	-0.2	1	-5	-1	-12	13	1	-4	-12	nt
Nc1c(Cl)cc(C2=NCCn3c2c2ccccc2[n+]3[O-])cc1Cl	0.0	-1	5	-1	-7	-1	nt	0	12	-28
COc1ccc(S(=O)(=O)N2CCOC2CNC(=O)C(=O)NCCc2ccccc2OC)cc1C (centres undefined)	0.0	-4	-13	1	-1	14	nt	3	48	nt
COC(=O)C(Cc1csc2ccc(Cl)cc12)NC(=O)c1ccc(Cl)cc1 (centres undefined)	0.0	-2	-6	19	-5	3	nt	-5	22	12
COc1ccc(S(=O)(=O)N(C)c2ccc(C(=O)N3CCC(C(N)=O)CC3)cc2)cc1OC	0.1	-1	3	-1	3	2	-4	1	22	5
CC(=O)Nc1ccc(S(=O)(=O)NNC(=O)c2cccc([N+](=O)[O-])c2)cc1	2.6	3	1	0	14	5	-2	-1	-3	nt
COC1CCCN(C(=O)c2ccc3nc(Cc4cccc(Cl)c4)oc3c2)C1 (centres undefined)	-0.8	5	-4	3	-15	-6	2	2	18	18
O=C(NCCc1cn2ccccc2n1)c1cc(COc2c(F)cccc2F)on1	-0.3	-2	0	0	-4	6	4	-2	2	4
O=C(COc1ccc2ccccc2c1)Nc1cccnc1Cl	-3.4	-3	-2	11	-10	-16	-2	6	nt	35
O=C1OCCN1c1c(-c2ccccc2)c(-c2cccs2)nc2c(-c3ccccc3)cccc12	-2.5	0	-4	nt	-23	12	nt	-2	-6	1
O=C(Nc1cc(S(=O)(=O)N2CCOCC2)ccc1N1CCOCC1)C1CCCO1 (centres undefined)	-0.1	0	-3	-2	3	15	-4	3	-8	-29
COCCNC(=O)Cn1nc(C(F)(F)F)cc1C	-1.2	0	0	nt	-7	3	-1	0	-24	-1
O=C(NC(=S)NCc1ccccc1)C1CCCCC1	-5.1	3	-4	-4	-10	-7	1	0	14	4
O=C(c1ccco1)N1CCN(C2CC(=O)N(c3ccc4c(c3)OCO4)C2=O)CC1 (centres undefined)	-0.8	1	3	1	-4	4	-3	-4	-14	nt
N#Cc1ccc(COC(=O)Cn2nnc(-c3ccccc3)n2)cc1	2.4	0	-8	-1	15	29	-4	0	-6	-9
COCCC(=O)N1CCC(Oc2ccc(C(=O)NCCc3cn[nH]c3)cc2)CC1	-0.3	-1	-2	1	10	-31	-1	-1	-17	-3
CCN1CCN(CCOc2ccccc2OCc2ccccc2)CC1	-2.2	-3	1	-1	-8	-2	10	0	-30	10
Additional records follow.
SMILES	CDK5 inh	V-ATPase pH	dFosB act	Wnt act	PvdQ inh	HTR5A inv ctr	NSD2 HMT inh	HTR5A ag	SR-BI DiI inh	MITF act
CCC(C)c1ccc(-c2cc(C(=O)OCC(=O)Nc3cc(C)on3)c3ccccc3n2)cc1 (centres undefined)	-1.3	-2	6	nt	-6	5	-3	-3	-4	16
O=C(c1cccnc1)N1CCN(Cc2cccc(Br)c2)CC1	6.1	6	-4	nt	7	1	nt	1	-26	-1
O=c1ncn(-c2cccc([N+](=O)[O-])c2)c2ccccc12	-0.1	-1	-6	1	-16	4	-1	-1	-10	1
Cc1nn(C)c(C(=O)N/N=C/c2ccccc2)c1[N+](=O)[O-]	0.7	0	-2	3	-11	-5	-3	-2	-4	-9
Cc1ccccc1-c1nnc(-c2ccc(Cl)cc2)o1	-1.4	5	-7	25	9	-1	nt	-2	0	31
CC1=CC(=O)C2=C(C)CC[C@@H]3[C@H](OC(=O)[C@H]3C)[C@@H]12	-0.5	2	-2	-2	-15	-9	nt	3	6	7
Cc1ccc(C)c(S(=O)(=O)N2CCCCC2CCNC(=O)C(=O)NC2CC2)c1 (centres undefined)	0.3	5	2	-1	-11	-14	0	5	9	-9
COc1ccc(/C=N/NC(=O)C2CCN(c3ncc(C(F)(F)F)cc3Cl)CC2)cc1	-5.2	-1	-8	nt	6	6	1	-2	9	8
C=CCNC(=S)N/N=C/c1ccccc1OCCOc1ccccc1	-0.6	2	1	0	-8	-10	0	3	29	nt
Cc1ccc(-n2c(Cc3ccccc3)nnc2SCC(=O)NNC(=O)Cc2ccccc2)cc1	4.6	0	-3	nt	7	8	36	2	-26	-10
O=C(CCC(NC(=O)OCc1ccccc1)C(=O)OCc1ccccc1)NCC(=O)OCc1ccccc1 (centres undefined)	1.6	2	-5	-4	-17	-2	-3	-1	-10	-8
Cc1ccc(OCCN2C(=O)c3ccccc3C2=O)cc1	2.1	-4	-17	nt	-6	-7	-7	1	3	13
O=C1NC(c2ccccc2)(C(F)(F)F)SC2=CCCCCN12 (centres undefined)	-1.9	1	-3	-3	-6	-18	0	5	4	-2
O=C(Nc1ncc(Cc2ccccc2Cl)s1)c1ccc(-c2cccc([N+](=O)[O-])c2)o1	-2.0	1	22*	1	-3	23	-1	-2	33	7
CC(C)(C)OC(=O)CC1(C#N)c2ccccc2C(Br)=CN1C(=O)c1ccccc1 (centres undefined)	-0.7	6	-2	-25	-3	3	nt	-1	28	-10
CCN(CC(=O)Nc1c(F)cccc1F)C(=O)C(C)SCc1nc2sc(C)c(C)c2c(=O)[nH]1 (centres undefined)	-0.2	-4	-9	-2	-5	-24	1	10	14	-8
CS(=O)(=O)N1CCCC(c2nc(-c3ccc(S(=O)(=O)NCc4ccccc4)cc3)no2)C1 (centres undefined)	-4.1	-1	16	-10	-8	-49	6	0	15	-6
CCOc1ccc(NC(=O)CNC(=O)c2ccc(OC)cc2)cc1	-0.7	-1	-6	-1	-5	5	-5	1	nt	-6
CCOC(=O)C1CCN(CC(=O)N2CCc3ccccc32)CC1	0.3	1	1	-1	-16	10	1	-4	2	13
O=C(CCn1nc(-c2ccccc2)c2ccccc2c1=O)NCC1CCCO1 (centres undefined)	-0.1	1	7	nt	-9	3	0	1	5	3

Rewritten bar-delimited: 2 of the compounds above.
structure | CDK5 inh | V-ATPase pH | dFosB act | Wnt act | PvdQ inh | HTR5A inv ctr | NSD2 HMT inh | HTR5A ag | SR-BI DiI inh | MITF act
O=C(O)c1ccc(Cl)c(NC(=S)NC(=O)c2ccccc2[N+](=O)[O-])c1 | -1.0 | 3 | -8 | -2 | -3 | 24 | 5 | 0 | 10 | -6
COCCN1CCN(C(=O)c2cc(COc3ccc(F)cc3F)on2)CC1 | -0.9 | -9 | -11 | 2 | 13 | -14 | 0 | 0 | -10 | -1

Screens from PubChem BioAssay.
